Source: PubChem BioAssay
tim23-1 inh – inhibits growth of tim23-1 mutant yeast | 1.3% of 330,000 active | S. cerevisiae tim23-1 growth, BacTiter-Glo luminescence, 24 h | AID 463212 | inhibition, % at 20 µM;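 active = growth inhibition of the mutant yeast at or above 50%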;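 also: temperature-sensitive mutant grown at 25 °C; plate controls were DMSO-treated mutant yeast for no effect and medium wells lacking yeast for full effect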
NALP3 yeast inh – blocks the NALP3 inflammasome reconstituted in yeast; Yeast reconstituted NLRP3/ASC/caspase-1, beta-gal luminescence, 24 h; inhibition, % at 10 µM; 0.39% of 330,000 active;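 active = inhibition of 50% or more; inactive = inhibition below 50%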;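 also: plate controls were induced DMSO wells for no effect and uninduced yeast grown without galactose for full effect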
MPTP inh – inhibitors of mitochondrial permeability transition pore; isolated mouse mitochondria, Ca2+ swelling absorbance, 30 min; inhibition, % at 10 µM; 1.4% of 360,000 active;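 active = inhibition of 50% or more, scaled per plate between neutral and stimulator controls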;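 also: 0% = DMSO wells given calcium and 100% = 1 mM EGTA wells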
beta cell repl – induces beta-cell replication in MIN6 cells | 0.29% of 330,000 active | MIN6 cells proliferation, ATPlite luminescence, 48 h; cells starved in 0.2% serum; 100% = growth in 10% serum | proliferation, % at 10 µM;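 active = compounds whose signal lies at least 3.5 SD above the mean of all wells on their plate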;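 also: 0% = DMSO-treated cells in low-serum medium and 100% = 10% serum control; some compounds called inactive have numbers as strong as hits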
APJ antag – APJ receptor antagonism. P35414. CHO-K1 APJ beta-arrestin complementation, luminescence. inhibition, % at 20 µM. 0.32% of 330,000 active;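 active = inhibition above about 40% at 20 µM, limit read from the data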;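 also: cells challenged with 10 nM apelin-13 agonist together with compound; plate controls were apelin-13 plus DMSO wells for no effect and DMSO wells lacking apelin-13 for full effect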
Target sequence (P35414 whole entry, looked up): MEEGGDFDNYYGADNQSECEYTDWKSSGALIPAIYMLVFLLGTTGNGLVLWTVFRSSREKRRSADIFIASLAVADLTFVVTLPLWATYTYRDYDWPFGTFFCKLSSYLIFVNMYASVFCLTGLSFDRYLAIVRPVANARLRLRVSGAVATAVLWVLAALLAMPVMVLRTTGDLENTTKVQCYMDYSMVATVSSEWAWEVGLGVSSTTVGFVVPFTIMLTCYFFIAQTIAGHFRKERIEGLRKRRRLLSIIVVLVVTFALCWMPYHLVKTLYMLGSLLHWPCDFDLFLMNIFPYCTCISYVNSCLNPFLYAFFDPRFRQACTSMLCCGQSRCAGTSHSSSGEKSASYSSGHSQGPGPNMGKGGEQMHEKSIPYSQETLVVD
tim10-1 inh – inhibits growth of tim10-1 mutant yeast. inhibition, % at 20 µM. 2.2% of 330,000 active. S. cerevisiae tim10-1 ts strain growth, BacTiter-Glo, 24 h. AID 463190;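 active = inhibition of at least 40%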;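 also: mutant grown at 25 °C; 0% = DMSO wells with yeast and 100% = wells holding no yeast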
TIM10 inh – TIM10 yeast growth inhibition. S. cerevisiae TIM10 strain growth, BacTiter-Glo luminescence, 24 h. inhibition, % at 10 µM. 1.4% of 330,000 active. AID 463195;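 active = inhibition of 40% or more at the single tested concentration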;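 also: wild-type TIM10 isogenic control strain grown at permissive 25 °C; 0% = DMSO yeast wells and 100% = minimal medium wells without yeast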
NR3A LBD binder – modulators (binders) of human NR3A ligand-binding domain; Tm shift relative to glycine control, % at 25 µM; NR3A LBD differential scanning fluorimetry, Tm shift; 0% = protein alone, 100% = glycine-bound protein; 2.5% of 340,000 active;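 active = melting temperature shift of at least 10% of the positive control shift, at one fixed dose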
APJ ag – activates the human apelin receptor APJ; P35414; activation, % at 20 µM; CHO-K1 APJ PathHunter beta-arrestin, luminescence; 0% DMSO wells, 100% apelin; 0.11% of 330,000 active; AID 2520;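 active = activation more than six SD over the plate average, tested at 20 µM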;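 also: 0% = DMSO alone and 100% = apelin-13 at 10 nM; some results filed as inactive read as strong as hits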
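Test system: CHO-K1 APJ beta-arrestin complementation cell line | Compound: Single test compound dose, 20 µM final, 1% DMSO | Incubation: Compound 90 min 25 °C, reagent 1 h | Measured by: beta-gal luminescence | Read-out basis: APJ–arrestin association signal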
Starred values were filed as active, the others as inactive.

SMILES | tim23-1 inh | NALP3 yeast inh | MPTP inh | beta cell repl | APJ antag | tim10-1 inh | TIM10 inh | NR3A LBD binder | APJ ag
COc1ccccc1C(=O)NCCC(=O)N1CCN(S(=O)(=O)c2ccccc2C(F)(F)F)CC1 | 19 | 21 | -1.4 | -1 | 19 | 3 | 8 | 2 | 2
Cc1cc(C)c2c(n1)sc1c(O)cc(=O)[nH]c12 | -17 | 8 | -1.5 | -3 | -1 | 6 | -22 | -3 | 6
Cc1ccc(Nc2ccc(C(=O)O)cc2[N+](=O)[O-])cc1 | 19 | 15 | 1.6 | -2 | -10 | 27 | 10 | 0 | -2
O=C(CSc1nncn1-c1cccnc1)Nc1ccccc1C(F)(F)F | 1 | 4 | -0.7 | -2 | 1 | 2 | -10 | 0 | 2
CCN1CCCc2cc(CN(CCN3CCOCC3)C(=S)Nc3cc(F)cc(F)c3)ccc21 | 13 | 12 | 2.7 | -2 | 4 | 4 | 19 | 2 | -1
Cc1ccc2nc(SC(C)C(=O)NC3CCCC3)[nH]c2c1 (centres undefined) | 14 | -9 | -0.4 | 1 | -2 | 12 | 1 | -1 | -6
COc1cc(NS(=O)(=O)c2ccc(C)cc2)c2ncccc2c1 | 21 | -7 | 1.7 | -6 | 72* | 23 | 10 | -23 | -18
CCOc1ccccc1-c1nc(C(N)=O)c2[nH]c(=O)n(-c3cccc(C)c3)c2n1 | 7 | 18 | -1.8 | -1 | 31 | 20 | 16 | 5 | -3
COC(=O)c1cccc(NC(=O)c2cccc(N3C(=O)CCC3=O)c2)c1 | 7 | 13 | -3.1 | -1 | -5 | 2 | 10 | 1 | -4
O=C(c1ccc2c3c(cccc13)CC2)N1CCN(c2ncccn2)CC1 | 35 | 12 | -1.7 | -1 | 6 | 24 | 29 | -10 | 0
COc1cc(CNC(=O)c2ccc3c(c2)S(=O)(=O)c2ccccc2C3=O)cc(OC)c1 | -13 | 9 | -3.6 | 15* | -13 | 5 | -1 | -11 | 11
O=c1c2[nH]cnc2n(-c2cccc(Br)c2)c(=O)n1Cc1ccccc1 | 19 | -4 | 0.3 | -3 | 23 | 26 | 13 | -6 | -2
Cn1c(=O)c2c(ncn2CC(=O)OCC(=O)NC2CCCc3ccccc32)n(C)c1=O (centres undefined) | 6 | -1 | -2.3 | -2 | 17 | 9 | -33 | 1 | 2
COc1ccc(NC(=O)COC(=O)c2cc(Cl)ccc2O)cc1S(=O)(=O)N1CCCCC1 | 0 | 10 | -2.0 | -2 | 9 | -9 | -11 | 0 | -5
CN1CCc2c(sc(NC(=O)c3ccc(S(=O)(=O)N4CCCCCC4)cc3)c2C(N)=O)C1 | -21 | 3 | 1.2 | -4 | 9 | -7 | 3 | -6 | -5
COc1ccccc1CC(=O)N1CCN(c2cccc(C(F)(F)F)c2)CC1 | 27 | 3 | -1.5 | -4 | 1 | 21 | 5 | -6 | -1
CC(C)OC(=O)CC(=O)CSc1nc(-c2ccc(F)cc2)cc(-c2ccccc2)c1C#N | 1 | 25 | 4.2 | -4 | 10 | 17 | 3 | -2 | -2
CCOc1nc(C)ccc1-c1noc(CC)n1 | -13 | 12 | 0.5 | -1 | 4 | 18 | 3 | 0 | -4
Cc1cccc(Cn2cc(SCC(=O)Nc3nccs3)c3ccccc32)c1 | -8 | 13 | 1.8 | -7 | -6 | 3 | -10 | 0 | 1
Cc1ccc(C)c(OCC(=O)Nc2ccccc2N2CCCC2)c1 | 18 | 17 | 0.7 | -5 | 19 | -1 | -2 | -1 | -5

Continued; the last four above are carried over.
SMILES | tim23-1 inh | NALP3 yeast inh | MPTP inh | beta cell repl | APJ antag | tim10-1 inh | TIM10 inh | NR3A LBD binder | APJ ag
CC(C)OC(=O)CC(=O)CSc1nc(-c2ccc(F)cc2)cc(-c2ccccc2)c1C#N | 1 | 25 | 4.2 | -4 | 10 | 17 | 3 | -2 | -2
CCOc1nc(C)ccc1-c1noc(CC)n1 | -13 | 12 | 0.5 | -1 | 4 | 18 | 3 | 0 | -4
Cc1cccc(Cn2cc(SCC(=O)Nc3nccs3)c3ccccc32)c1 | -8 | 13 | 1.8 | -7 | -6 | 3 | -10 | 0 | 1
Cc1ccc(C)c(OCC(=O)Nc2ccccc2N2CCCC2)c1 | 18 | 17 | 0.7 | -5 | 19 | -1 | -2 | -1 | -5
COc1ccc(-n2nnnc2/C=C\Nc2ccccc2C(=O)c2ccccc2)cc1 | 14 | -2 | 1.4 | -2 | 11 | 22 | 11 | 4 | 1
Cc1ccc(N/C(N)=N/c2nc(C)cc(C)n2)cc1 | 6 | -8 | 0.5 | 0 | -5 | 9 | -1 | -1 | 1
O=C(NCCc1ccc(Cl)cc1)c1ccc(CS(=O)Cc2ccc(Cl)cc2)o1 (centres undefined) | 8 | 4 | -4.2 | -4 | 3 | 30 | -1 | -13 | 0
Cn1c(=O)c2c(ncn2CC(=O)N2CCN(c3ccccc3)CC2)n(C)c1=O | -5 | -4 | 0.2 | 1 | -4 | -1 | 3 | -1 | -3
CCn1cc(S(=O)(=O)c2ccc(C)cc2)[nH]c1=O | 6 | -1 | -0.8 | 0 | -4 | 13 | -4 | 0 | 0
Oc1c(/C=C/C=C/C=Nc2ccccc2)sc(=S)n1Cc1ccccc1 | 18 | 17 | 9.0 | -3 | -4 | 25 | 18 | 10* | 0
O=C(NCC1CCCCC1)c1cccc(S(=O)(=O)NCc2cccnc2)c1 | -3 | -6 | 0.0 | -2 | 16 | 6 | 4 | -1 | -1
CCOC(=O)C(=CNc1nc(-c2ccc3ccccc3c2)cs1)C(=O)OCC | 20 | 13 | -0.1 | -3 | 15 | 7 | 9 | -15 | -4
CNC(=O)CC1C(=O)N(C)C(=S)N1NC(=O)c1ccc(Cl)cc1 (centres undefined) | 1 | 8 | -0.7 | -4 | 9 | -5 | -16 | -1 | -1
COCCCNC(=O)c1ccc2c(c1)ncn2-c1ccccc1OC | 5 | 15 | 1.2 | 0 | 11 | 9 | -1 | -1 | 3
N/C(=N\OS(=O)(=O)c1ccc(Cl)cc1)c1ccncc1 | 0 | 10 | -0.3 | -1 | -51 | 4 | 5 | 1 | 17
CCC1Oc2ccc(C)cc2N(CC(=O)N(Cc2cccnc2)Cc2cccc(F)c2)C1=O (centres undefined) | -5 | -22 | 0.7 | -2 | 4 | 6 | 0 | -1 | -4
CCn1ccnc1CN1CCCCC1C(=O)Nc1ccc(Oc2cccnc2)cc1 (centres undefined) | 7 | 7 | -0.3 | -6 | 3 | 17 | 8 | -3 | -1
CCCn1c(=N)n(CC(O)c2ccco2)c2ccccc21 (centres undefined) | -8 | 12 | 0.7 | 1 | -12 | 4 | -7 | -1 | -5
CCOc1ccc(Cl)cc1S(=O)(=O)N1CCC(C(=O)N2CCCC2)CC1 | 0 | 1 | -0.1 | 2 | 2 | 0 | 2 | 0 | -1
C=CCN(C(=O)CNC(=O)c1ccco1)C(C(=O)NC1CCCCC1)c1ccc(F)cc1 (centres undefined) | -2 | 8 | 8.7 | -2 | 19 | 6 | 11 | 5 | -1
COc1ccc(CNCc2cccc(Cl)c2)cc1 | -16 | 17 | 0.1 | -2 | -3 | -1 | 0 | -2 | -3
Cc1ccc(-c2nnc(Nc3ccc(CC(N)=O)cc3)c3ccccc23)cc1 | 16 | 2 | 0.1 | -4 | 19 | -4 | 5 | -14 | 3
CCOc1ccc(Br)cc1C1=CC(=O)C[C@H](c2ccc(OC)cc2)C1 | 15 | 12 | -0.3 | -7 | -5 | 13 | -4 | 16* | -2
CCCCN1CCNC1=S | 7 | 6 | -0.1 | -1 | 14 | -9 | 8 | 1 | -5
COC(=O)c1ccc(COc2cccc3c2OC(C)(C)C3)cc1 | 21 | 23 | -0.7 | 0 | -17 | -4 | -5 | 0 | 2
CC(C)Sc1nc2c(c(=O)[nH]c(=O)n2C)n1C | 15 | 0 | 15 | 4 | 3 | -2 | 0 | -1 | 0
CCn1ccnc1C(O)c1cccc(OC)c1OC (centres undefined) | 4 | 7 | -1.4 | 1 | 4 | 8 | -5 | 4 | 3
O=C(/C=C/c1ccc(-c2ccccc2)cc1)NCc1cccnc1 | 18 | 25 | 0.6 | -1 | -15 | 18 | 23 | 0 | -1
CC(=O)N1CCN(c2ccc([N+](=O)[O-])cc2C#N)CC1 | 12 | 10 | -0.2 | 3 | -19 | -5 | -8 | 0 | -1
CC(Sc1nc2cc([N+](=O)[O-])ccc2n1-c1ccc(F)cc1)C(=O)NCc1ccc2c(c1)OCO2 (centres undefined) | 37 | 7 | 5.9 | 0 | 16 | 33 | 22 | -3 | 0
COc1ccc(C(=O)OCCc2sc[n+](CC(=O)c3ccccc3)c2C)cc1 | 18 | 21 | -0.2 | 0 | 24 | 3 | 15 | -1 | -5
Cc1ccc(-c2onc(C)c2C)cc1S(=O)(=O)N1CCOc2ccccc21 | 25 | 17 | 1.1 | -7 | 11 | 24 | -7 | -1 | 4
Cc1cccc(C)c1NC(=O)CNC(=O)c1ccc(S(=O)(=O)NCc2ccco2)cc1 | -2 | 7 | -1.7 | 2 | -6 | -5 | 5 | -1 | -2
COc1ccc(CCN2C(=O)CS/C2=N/NC(=O)c2ccccc2F)cc1OC | -1 | -7 | -0.9 | 4 | 14 | 8 | 8 | 1 | -1
CCCOc1ccccc1/C=C1\SC(N)=NC1=O | 26 | 3 | 0.0 | 2 | 12 | 27 | 12 | 2 | -3
COc1cccc(CNC(=O)CCC2CCCN(c3cc(C)nc(N(C)C)n3)C2)c1 (centres undefined) | 0 | 13 | 0.9 | -3 | 14 | -6 | -15 | 1 | -4
O=C(O)c1cccc(Nc2nc3ccccc3nc2NS(=O)(=O)c2ccc(F)cc2)c1 | -5 | 8 | 0.7 | 0 | 10 | -8 | 0 | 1 | -2
CCOC(=O)CSC1=C(C#N)C(c2ccc(C)o2)CC(=O)N1 (centres undefined) | 32 | 1 | -2.9 | -5 | -2 | 18 | 12 | 0 | -3
CCN1CCN(c2oc(-c3ccco3)nc2C#N)CC1 | 13 | 1 | 1.0 | -1 | 12 | 11 | 9 | 1 | -3
CC(=O)c1ccc(C(=O)N2CCCC(CNC(=O)c3ccccc3Cl)C2)cc1 (centres undefined) | 4 | 6 | -3.3 | -2 | 5 | 10 | 8 | -1 | -7
CSCCC(C(=O)N1CC2(C)CC1CC(C)(C)C2)N1C(=O)c2ccccc2C1=O (centres undefined) | 5 | 15 | -1.4 | -1 | 5 | 30 | 25 | 0 | 9
COc1ccc(NC(=O)COC(=O)CCc2cc(OC)c(OC)c(OC)c2)c([N+](=O)[O-])c1 | 15 | 8 | -0.9 | 0 | -12 | 14 | -15 | -1 | 4
CCC(C)C(NC(=O)C1CCC(=O)N1C(=O)OCc1ccccc1)C(=O)NC(Cc1ccccc1)C(N)=O (centres undefined) | -2 | -3 | 1.4 | 1 | 24 | 4 | 9 | 1 | -1
O=[N+]([O-])c1cccc(OCC(O)CN2CCN(S(=O)(=O)c3cc(Cl)ccc3Cl)CC2)c1 (centres undefined) | 35 | 1 | 0.4 | -2 | 2 | 18 | 19 | -5 | 1
CC1(C)C/C(=N\NC(=S)Nc2ccccc2F)c2cc(O)ccc2O1 | 40 | 2 | -0.3 | -3 | 12 | 25 | 35 | -8 | -1
C[C@@H]1NC(=O)[C@@]2(C)[C@@H](c3ccccc3)[C@H]3COc4ccc(Cl)cc4[C@@H]3N2C1=O | 15 | 2 | -0.5 | 2 | 10 | 7 | 4 | 0 | -3
